From PubChem
RPL19A TOR yeast – RPL19A-GFP expression modulators in yeast, primary screen, cell-based, S. cerevisiae, multiplex flow cytometry, MLPCN; 330,000 compounds, 0.3% hits; percent response vs DMSO, % at 10 µM; AID 2025, 2009; S. cerevisiae RPL19A-GFP strain, 3 h; stronger effect = lower value;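 active = percent response vs DMSO below 50%; inconclusive = fewer than 70 events counted for the yeast strain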;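 note: median channel GFP fluorescence of the barcoded RPL19A-GFP strain; ratio of sample median GFP to plate DMSO average so 100% = DMSO; lower means less RPL19A-GFP as with rapamycin TOR inhibition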
CIT2 TOR yeast – modulators of CIT2-GFP expression in yeast, primary screen, S. cerevisiae, GFP fusion, multiplex flow cytometry, MLPCN library | S. cerevisiae CIT2-GFP strain, 3 h; 100 means same as DMSO wells | GFP response vs DMSO, % at 10 µM | 320,000 compounds, 0.065% hits | AID 2029, 2009;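 active = GFP response relative to DMSO above a set limit, near the screen mean plus 3 SD, cut at about 150% in these data; inconclusive = Fewer than 70 cells measured for a yeast strain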;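 note: ratio of well median GFP fluorescence to mean of DMSO wells on the plate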
MEP2 TOR yeast – modulators of MEP2-GFP levels in yeast, primary screen, S. cerevisiae, multiplex flow cytometry, MLPCN library; S. cerevisiae MEP2-GFP strain, 3 h; 100% = DMSO control level; GFP response vs DMSO, % at 10 µM; 330,000 compounds, 0.51% hits;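 active = GFP response versus DMSO above a set limit, roughly screen mean plus 3 SD, cut at about 180% in these data; inconclusive = fewer than 70 cells counted for a yeast strain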;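 note: median GFP fluorescence of the barcode-gated MEP2-GFP cells per well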
VLA-4 inh – inhibition in human VLA-4 binding assay, primary screen, VLA-4 allosteric modulator project, MLPCN library, flow cytometry, VLA-4 expressing cells. Integrin alpha-4 (Homo sapiens), P13612. ligand binding flow cytometry. inhibition, % (about 7 µM as worked out from the volumes in the protocol). 330,000 compounds, 0.2% hits. AID 2557, 2010; in the data active = inhibition above about 50%
Target sequence (P13612 whole entry, looked up): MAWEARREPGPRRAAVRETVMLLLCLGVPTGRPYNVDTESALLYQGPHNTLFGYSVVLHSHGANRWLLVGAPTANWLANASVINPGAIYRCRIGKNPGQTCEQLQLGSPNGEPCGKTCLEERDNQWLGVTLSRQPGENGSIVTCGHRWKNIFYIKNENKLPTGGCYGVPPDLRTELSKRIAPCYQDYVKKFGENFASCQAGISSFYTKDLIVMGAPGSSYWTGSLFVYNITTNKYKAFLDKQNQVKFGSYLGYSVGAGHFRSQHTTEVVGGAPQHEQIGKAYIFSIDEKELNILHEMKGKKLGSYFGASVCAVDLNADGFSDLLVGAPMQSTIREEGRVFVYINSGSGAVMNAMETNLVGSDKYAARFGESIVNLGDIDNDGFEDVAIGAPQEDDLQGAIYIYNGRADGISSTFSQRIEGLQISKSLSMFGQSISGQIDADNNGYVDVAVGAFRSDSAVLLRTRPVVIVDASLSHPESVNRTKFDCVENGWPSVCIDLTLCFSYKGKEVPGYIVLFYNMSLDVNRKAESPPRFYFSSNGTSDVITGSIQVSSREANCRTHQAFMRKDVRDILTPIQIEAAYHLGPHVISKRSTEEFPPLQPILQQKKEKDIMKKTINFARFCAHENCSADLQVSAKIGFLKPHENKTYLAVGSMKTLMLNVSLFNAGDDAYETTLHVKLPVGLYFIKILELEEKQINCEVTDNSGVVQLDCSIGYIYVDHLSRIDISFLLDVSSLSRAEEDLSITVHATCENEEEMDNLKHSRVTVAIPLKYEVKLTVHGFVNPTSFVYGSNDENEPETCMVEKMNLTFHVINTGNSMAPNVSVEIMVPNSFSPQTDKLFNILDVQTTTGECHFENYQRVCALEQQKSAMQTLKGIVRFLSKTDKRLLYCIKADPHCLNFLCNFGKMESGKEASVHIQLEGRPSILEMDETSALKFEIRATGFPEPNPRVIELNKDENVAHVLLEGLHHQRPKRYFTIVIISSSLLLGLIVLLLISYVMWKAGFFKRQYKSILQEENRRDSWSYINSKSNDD
GASC-1 inh – inhibitors of GASC-1 histone demethylase, primary screen, biochemical, fluorescence, DELFIA europium | inhibition, % at 2.35 µM | Lysine-specific demethylase 4C (Homo sapiens), Q9H3R0 | 330,000 compounds, 0.069% hits | AID 2099, 2009 | GST-JMJD2C(1-420) H3K9me3 demethylation;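 active = more than half of a compound's replicate wells show inhibition beyond 50%, single wells judged on their own value; inconclusive = some, but no more than half, of replicates pass 50% inhibition; inactive = no replicate passes 50% inhibition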;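 note: signal counts dimethyl H3K9 product captured on neutravidin plate; 0% = median of DMSO wells and 100% = 0.3 times that DMSO median; strong numbers were not always called active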
AGP1-GFP MLPCN – modulators of AGP1-GFP expression in yeast TOR pathway, primary screen, cell-based, multiplex flow cytometry, S. cerevisiae, MLPCN library; 3 h; GFP as percent of DMSO wells; GFP response vs DMSO, % at 10 µM; 320,000 compounds, 0.02% hits; AID 2066, 2009;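 active = GFP response relative to DMSO above a set limit, near screen average plus 3 SD, cut at about 150% in these data; inconclusive = fewer than 70 cells counted for the yeast strain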;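 note: median GFP channel fluorescence of the gated AGP1 strain per well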
GRK2 aptamer HTS – compounds blocking aptamer binding on GRK2 – biochemical, human GRK2, bead flow cytometry, HTS, primary screen; Beta-adrenergic receptor kinase 1 (Homo sapiens), P25098; FAM-aptamer displacement from GRK2; inhibition of aptamer binding, % at 10 µM; 330,000 compounds, 0.59% hits; AID 488847, 2010;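 active = inhibition of aptamer binding above 40%, roughly 3 SD of noise, on plates passing a quality check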;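 note: median bead fluorescence of bound FAM aptamer so fluorescent compounds give negative values; no value below 0 was filed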
LAP4 TOR yeast – modulators of LAP4-GFP expression in yeast, primary screen, S. cerevisiae, multiplex flow cytometry, MLPCN library; 3 h; median GFP as percent of DMSO wells; 320,000 compounds, 0.34% hits; GFP response vs DMSO, % at 10 µM;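 active = GFP response vs DMSO above a set limit, about the screen mean plus 3 SD, cut at about 150% in these data; inconclusive = under 70 cell events counted for the yeast strain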
* hit, by the source's call; u = inconclusive; x = no result given; [ ] = another dose, or the depositor's remark.

SMILES	RPL19A TOR yeast	CIT2 TOR yeast	MEP2 TOR yeast	VLA-4 inh	GASC-1 inh	AGP1-GFP MLPCN	GRK2 aptamer HTS	LAP4 TOR yeast
CC(=O)Nc1cccc(NC(=O)CSc2ncc(-c3ccccc3)[nH]2)c1	100	95	102	8	10	88	4	92
COCCCNc1nc2c(c(=O)n(Cc3ccc(OC)cc3)c(=O)n2C)n1C	101	98	99	0	-17	102	0	110
Cc1ccc(NC(=S)NCCc2ccccc2)c(C)c1	98	91	96	2	2	89	0	91
COc1ccc(NC(=O)CSc2nnc(CNc3ccc(C)cc3)n2C)cc1	101	95	108	2	-27	103	1	100
O=c1c2c(nc3cc(-c4ccc(Cl)cc4)[nH]n13)CCS2	95	98	113	8	-1	106	1	126
Cc1ccc(S(=O)(=O)NC(C)C(=O)NC2CC2)cc1 (stereo not drawn)	112	97	106	8	-36	90	9	86
Cc1ccccc1CN1CCc2cc([N+](=O)[O-])ccc21	99	92	97	-1	2	94	2	88
Cc1ccc(C(=O)CSc2nnc(CNc3nc(-c4ccccc4)cs3)n2C)cc1	99	97	98	14	-2	96	2	96
O=C(O)/C(=C1/OC(=O)c2ccccc21)c1ccccc1	95	96	100	2	-7	90	0	100
COc1ccc(NC(=O)Nc2cc(C)cc(C)c2)cn1	99	101	101	5	-6	105	0	112
O=S1(=O)N=C(N/N=C/c2ccc(Br)o2)c2ccccc21	95	91	103	7	-1	98	0	119
c1ccc(Nc2ccc3c4c(cccc24)CC3)cc1	97	92	108	-288	-10	95	4	106
O=C(COC(=O)c1cc(Br)ccc1O)NNC(=O)c1ccc([N+](=O)[O-])cc1	97	106	127	-3	x	108	0	104
COC(=O)c1ccccc1OC(=O)c1cccnc1	100	110	108	5	-2	90	1	103
O=C(O)c1ccc2nnn(O)c2c1	103	104	104	1	-2	105	3	112
CCC(=O)Nc1ccc(-c2nnc(SCc3ccc(C(=O)Nc4nccs4)cc3)n2CC)cc1	99	95	100	-15	-1	98	0	96
CCC(C)c1ccc(S(=O)(=O)N2CC(=O)Nc3ccccc32)cc1 (stereo not drawn)	101	96	92	-4	-9	93	0	86
CC(=O)/C=C1/SC(CC(=O)O)C(=O)N1c1ccccc1 (stereo not drawn)	100	102	106	3	-11	105	1	102
Cc1ccc2c(c1)cc1c(=O)n(CC(=O)N3CCCC3)nc(C)n12	97	103	99	10	21	98	1	94
O=C(Cc1ccc(F)cc1)OCC(=O)N1CCN(S(=O)(=O)c2ccc(Cl)cc2)CC1	106	94	103	2	-44	102	1	109

Entries of single compounds as entered above. Order of screens: RPL19A TOR yeast	CIT2 TOR yeast	MEP2 TOR yeast	VLA-4 inh	GASC-1 inh	AGP1-GFP MLPCN	GRK2 aptamer HTS	LAP4 TOR yeast
CC(=O)/C=C1/SC(CC(=O)O)C(=O)N1c1ccccc1 (stereo not drawn) is listed as 100	102	106	3	-11	105	1	102
O=S1(=O)N=C(N/N=C/c2ccc(Br)o2)c2ccccc21 is listed as 95	91	103	7	-1	98	0	119
c1ccc(Nc2ccc3c4c(cccc24)CC3)cc1 is listed as 97	92	108	-288	-10	95	4	106

New compounds follow.
SMILES	RPL19A TOR yeast	CIT2 TOR yeast	MEP2 TOR yeast	VLA-4 inh	GASC-1 inh	AGP1-GFP MLPCN	GRK2 aptamer HTS	LAP4 TOR yeast
Cc1cccc(OCC(=O)NCCCNC(=O)c2ccncc2)c1	107	x	111	6	-16	99	0	86
CC(=O)Oc1ccc2c3c(c(=O)oc2c1C)CCCC3	99	92	96	14	-20	88	1	98
CCN(CC)C(=O)COc1ccc2c(-c3ccccc3)cc(=O)oc2c1	96	96	107	-6	-5	92	2	88
COc1ccc(-n2c(N)c(C(=O)Nc3c(C)n(C)n(-c4ccccc4)c3=O)c3nc4ccccc4nc32)cc1	109	146	205*	-126	-4	114	0	157*
c1ccc(-n2nnnc2SCc2cccc3nsnc23)cc1	82	74	82	9	-3	91	1	101
Cc1cc(C(=O)Nc2sc3c(c2C#N)CCCC3)no1	98	94	94	13	1	92	0	95
O=C(CSc1ccccn1)Nc1nc2c(ccc3ccccc32)s1	106	103	102	0	2	99	2	101
COc1ccc(Br)cc1/C=N/NC(=O)c1cc(OC)c(OC)c(OC)c1	102	100	101	17	-3	103	4	102
O=C(O)c1cccc(CN2C(=O)SC(Nc3cccc4ccccc34)C2=O)c1 (stereo not drawn)	100	105	95	1	-27	104	1	103
Cc1ccc(S(=O)(=O)Nc2cc(C(=O)N3CCOCC3)ccc2N2CCCCC2)cc1	90	100	94	-6	-10	90	0	94

Reformatted as a markdown table: entries from further up.
| canonical_smiles | RPL19A TOR yeast | CIT2 TOR yeast | MEP2 TOR yeast | VLA-4 inh | GASC-1 inh | AGP1-GFP MLPCN | GRK2 aptamer HTS | LAP4 TOR yeast |
| --- | --- | --- | --- | --- | --- | --- | --- | --- |
| c1ccc(Nc2ccc3c4c(cccc24)CC3)cc1 | 97 | 92 | 108 | -288 | -10 | 95 | 4 | 106 |
| O=C(COC(=O)c1cc(Br)ccc1O)NNC(=O)c1ccc([N+](=O)[O-])cc1 | 97 | 106 | 127 | -3 | x | 108 | 0 | 104 |

Pulled by compound from the list above, 5 records:
SMILES	RPL19A TOR yeast	CIT2 TOR yeast	MEP2 TOR yeast	VLA-4 inh	GASC-1 inh	AGP1-GFP MLPCN	GRK2 aptamer HTS	LAP4 TOR yeast
O=c1c2c(nc3cc(-c4ccc(Cl)cc4)[nH]n13)CCS2	95	98	113	8	-1	106	1	126
COC(=O)c1ccccc1OC(=O)c1cccnc1	100	110	108	5	-2	90	1	103
Cc1ccc2c(c1)cc1c(=O)n(CC(=O)N3CCCC3)nc(C)n12	97	103	99	10	21	98	1	94
O=C(Cc1ccc(F)cc1)OCC(=O)N1CCN(S(=O)(=O)c2ccc(Cl)cc2)CC1	106	94	103	2	-44	102	1	109
Cc1ccc(C(=O)CSc2nnc(CNc3nc(-c4ccccc4)cs3)n2C)cc1	99	97	98	14	-2	96	2	96

Carrying on.
SMILES	RPL19A TOR yeast	CIT2 TOR yeast	MEP2 TOR yeast	VLA-4 inh	GASC-1 inh	AGP1-GFP MLPCN	GRK2 aptamer HTS	LAP4 TOR yeast
C(=N\Nc1ccc2ccccc2n1)/c1ccc2c(c1)OCCO2	97	100	100	15	-7	97	3	110
CCCCSc1nnc([C@@H]2CCCN2C(=O)OC(C)(C)C)o1	95	77	85	5	-4	84	0	82
O=C1Nc2ccc([N+](=O)[O-])cc2OC1CCN1CCCC1 (stereo not drawn)	99	102	101	4	11	112	0	104
Cc1ccc2c(c1)-c1c(cnn1CC(=O)Nc1ccccc1N1CCN(C)CC1)CO2	96	96	99	11	2	100	0	106
CCNC(=O)N1CCC(c2nc3ccccc3s2)CC1	104	95	109	-4	12	80	4	98
O=C(c1ccc(CS(=O)Cc2cccc(Cl)c2)o1)N1CCN(C2CCCCC2)CC1 (stereo not drawn)	100	102	97	-4	-3	99	5	99
COc1ccc(S(=O)(=O)N2CCC(C(=O)NC3CCCCC3)CC2)cc1C	91	93	104	5	-11	81	0	85
COc1cc(C(=O)Nc2nc(OC)c(-c3ccccc3)c(OC)n2)cc(OC)c1OC	99	99	99	16	0	101	0	99
COc1ccc2c(c1)Cc1sc(NC(C)=O)nc1-2	89	71	94	-4	18	85	1	85
Cn1c(=O)[nH]c(=O)c2c1nc(CN1CCN(c3ccccc3F)CC1)n2CC(N)=O	100	110	103	-2	-3	104	0	104
CCN1CCN(c2ncnc3c2nnn3Cc2ccccc2)CC1	u	u	u	-6	2	u	0	76[may fluoresce red and violet]
Cc1ccnc(NC(=O)c2ccc(Cl)c(NC(=O)CCc3ccccc3)c2)c1	94	93	95	13	-8	94	0	102
COc1ccc(NC(=O)CC2C(=O)N(c3ccc(Cl)cc3)C(=S)N2CCc2ccncc2)cc1 (stereo not drawn)	101	101	101	3	0	98	0	99
COc1ccc(OC)c(NC(=O)C(=O)c2cn(CC(=O)N3CCCC3)c3ccccc23)c1	98	101	101	-6	13	88	1	100
CCOc1ccc(S(=O)(=O)N(CC)CC(=O)N2CCOCC2)cc1C	107	106	105	16	-4	103	2	112
O=C(Nc1ccc(Cl)c(C(F)(F)F)c1)[C@@H]1CC=C[C@@H]2CCN(C3CCCCC3)C(=O)[C@@H]21	110	100	100	17	2	100	0	105
COc1cc2[nH]c(=S)n(Cc3ccc(F)cc3)c(=O)c2cc1OC	97	91	100	2	3	87	3	94
Cc1ccc(C)c(COC(=O)CCN=C2NS(=O)(=O)c3ccccc32)c1	100	94	98	3	-1	108	1	107
Cc1c(NC(=O)c2coc(=O)c(Br)c2)c(=O)n(-c2ccccc2)n1C	95	106	100	-12	-11	96	17	96
Cc1ccc(Nc2nc(=O)c3cccnc3s2)cc1	97	87	102	7	-5	95	0	101
CC(=O)Oc1ccc2c(c1)Oc1cc(OC(C)=O)ccc1C21OC(=O)c2ccccc21	109	164*	230*	x	-6	111	0	206*
CCOc1c2ccc(C(=O)NCCCCc3ccccc3)cc2nn1C	98	65	95	4	-12	76	0	127
COc1ccc(-c2ccc3nnc(SCC(N)=O)n3n2)cc1	96	95	92	2	-5	97	1	98
COc1ccc(-c2nn(C)c3sc(C(=O)NCCN(C)C)cc23)cc1OC	99	99	101	16	5	102	0	100
COc1ccc(-c2n[nH]c(=S)n2-c2ccc(C)cc2)cc1OC	105	102	106	-23	13	99	24	97
Cc1cc(C(F)(F)F)nn1CCCNC(=O)c1cnccn1	93	90	91	6	0	93	2	88

Arranged by value in CIT2 TOR yeast (largest number first): three from the list above.
SMILES	RPL19A TOR yeast	CIT2 TOR yeast	MEP2 TOR yeast	VLA-4 inh	GASC-1 inh	AGP1-GFP MLPCN	GRK2 aptamer HTS	LAP4 TOR yeast
COc1ccc(-c2n[nH]c(=S)n2-c2ccc(C)cc2)cc1OC	105	102	106	-23	13	99	24	97
COc1ccc(-c2ccc3nnc(SCC(N)=O)n3n2)cc1	96	95	92	2	-5	97	1	98
CCOc1c2ccc(C(=O)NCCCCc3ccccc3)cc2nn1C	98	65	95	4	-12	76	0	127
